HepG2 tox – kills HepG2 cells in TGF-b inhibitor counter-screen. HepG2 CAGA-GFP viability, ATP luminescence, 18 h. Potency, µM (doses to about 46.1 µM), without a hit: top-dose activity change, negative = cytotoxicity, most hits filed as cytotoxic. 410,000 tested, 0.76% active. AID 588856; further: some results filed as inactive show a strong effect at the top dose
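HepG2 CAGA-GFP cells (1000/well, DMEM with 1% FBS) received compound, then TGF-beta at 500 pg/mL final, and were incubated 18 hours at 37 degrees C. Viability was read by CellTiter-Glo luminescence. Media-only wells were set as complete cell-killing and DMSO as no toxicity.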
ATXN2 expr inh – reduces ATXN2 reporter expression in HEK-293 cells. HEK-293 ATXN2-luciferase reporter, luminescence, 24 h. Potency, µM (titrated, usually from 57 µM), without a hit: at the top dose activity change, negative = inhibition, actives largely listed as inhibitors. 360,000 tested, 0.72% active; further: on the % scale 0 is the no-effect control and ±100 the full control effect; nearly all actives have a fitted effect of over 55% in size
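qHTS (up to 57 uM final) was run with 24 h compound exposure of reporter cells at 37 °C. Each well was multiplexed: SteadyGlo luminescence measured ATXN2-luciferase expression after a fluorogenic Gly-Phe-AFC viability readout (25 uM final).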
A549 viability – kills or reduces viability of A549 cells in Nrf2 counter-screen; A549 ARE-Fluc cells, CellTiter-Fluor viability, 18-24 h; Potency, µM (doses to about 46 µM), inactives show at the highest dose activity change, negative = cytotoxicity, actives largely listed as inhibitors; 390,000 tested, 0.16% active; further: on the % scale 0 is the no-effect control and ±100 the full control effect
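A549 ARE-Fluc cells in 5% FBS OPTI-MEM, 5000 cells/well, rested 2 h then exposed to compounds in concentration-response for 18-24 h at 37 °C. Viability by CellTiter-Fluor fluorescence (Ex 405/Em 525) after 30 min; luciferase luminescence (BugLite, 15 min, RT) read afterwards.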
S2 tox – reduces viability in counter-screen for ATXN expression inhibitors. 400,000 tested, 0.49% active. S2 cells (HEK-293 line with an ATXN2-luciferase reporter) viability, CellTiter-Fluor protease fluorescence, 24 h. Potency, µM (series often up to 56.7 µM), actives largely listed as cytotoxic; further: nearly all actives have a fitted effect of over 40% in size
Nrf2 inh – blocks Nrf2 signaling; AID 504444; Potency, µM (series often up to 46 µM), inactives show at the top dose activity change, negative = inhibition, actives largely listed as inhibitors; A549 ARE-Fluc reporter, luciferase luminescence, 18-24 h; 360,000 tested, 2.1% active; further: on the % scale 0 is the no-effect control and ±100 the full control effect; nearly all actives have a fitted effect of over 60% in size
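In this cell-based qHTS, ARE-driven firefly luciferase in A549 cells reports Nrf2 activity; the luminescent signal after BugLite lysis is the measured value, with a prior CellTiter-Fluor read for cell health.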
TGFb SMAD3 inh – blocks TGF-b signaling. AID 588855. HepG2 CAGA-GFP TGF-b/SMAD3 reporter, GFP fluorescence, 18 h; TGF-beta stimulated, 500 pg/mL final. 410,000 tested, 1.2% active. Potency, µM (doses to about 46.1 µM), for the others: at the top dose activity, negative = inhibition, usual class: inhibitors; further: on the % scale 0 is the no-effect control and ±100 the full control effect; nearly all actives have a fitted effect of over 65% in size
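TGF-beta reporter screen: HEPG2 CAGA-GFP, 1% FBS, 500 pg/mL TGF-beta final, 18 h; per-cell GFP summed per well; curves fitted and categorized by class.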
Nrf2 ARE act – activators of Nrf2 (ARE) signaling. AREc32 ARE-luciferase reporter (MCF7-derived line), luminescence, 24 h. Potency, µM (doses to about 46.1 µM), for the others: at the highest dose activation, hits mostly activators. 410,000 tested, 0.31% active. AID 624171; further: % of control where 0% means no effect; nearly all actives have a fitted effect of over 65% in size
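Luciferase luminescence (Steady-Glo, 30 min at room temperature) served as the read-out of ARE activation in AREc32 cells treated with compounds for 24 hr at 37 deg C.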
MCF10A rerep – induces DNA re-replication in MCF 10a normal breast cells | MCF 10A DNA re-replication, Hoechst nuclear intensity, 48 h | Potency, µM (highest dose often 46.1 µM), inactives show at the highest dose activity, positive = re-replication, most hits filed as activators | 350,000 tested, 2.9% active | AID 624296; further: % of control where 0% means no effect; nearly all actives have a fitted effect of over 50% in size
EPAC2 antag – blocks human EPAC2 exchange factor | Q8WZA2 | EPAC2 GEF exchange of Rap1B-BODIPY-GDP, fluorescence | Potency, µM (top dose mostly 114 µM), without a hit: at the highest dose activity, negative = inhibition, hits mostly inhibitors | 360,000 tested, 0.18% active | AID 720708; further: on the % scale 0 is the no-effect control and ±100 the full control effect; nearly all actives have a fitted effect of over 45% in size; many of its hits are not listed in these tables
Target sequence (Q8WZA2 whole entry, looked up): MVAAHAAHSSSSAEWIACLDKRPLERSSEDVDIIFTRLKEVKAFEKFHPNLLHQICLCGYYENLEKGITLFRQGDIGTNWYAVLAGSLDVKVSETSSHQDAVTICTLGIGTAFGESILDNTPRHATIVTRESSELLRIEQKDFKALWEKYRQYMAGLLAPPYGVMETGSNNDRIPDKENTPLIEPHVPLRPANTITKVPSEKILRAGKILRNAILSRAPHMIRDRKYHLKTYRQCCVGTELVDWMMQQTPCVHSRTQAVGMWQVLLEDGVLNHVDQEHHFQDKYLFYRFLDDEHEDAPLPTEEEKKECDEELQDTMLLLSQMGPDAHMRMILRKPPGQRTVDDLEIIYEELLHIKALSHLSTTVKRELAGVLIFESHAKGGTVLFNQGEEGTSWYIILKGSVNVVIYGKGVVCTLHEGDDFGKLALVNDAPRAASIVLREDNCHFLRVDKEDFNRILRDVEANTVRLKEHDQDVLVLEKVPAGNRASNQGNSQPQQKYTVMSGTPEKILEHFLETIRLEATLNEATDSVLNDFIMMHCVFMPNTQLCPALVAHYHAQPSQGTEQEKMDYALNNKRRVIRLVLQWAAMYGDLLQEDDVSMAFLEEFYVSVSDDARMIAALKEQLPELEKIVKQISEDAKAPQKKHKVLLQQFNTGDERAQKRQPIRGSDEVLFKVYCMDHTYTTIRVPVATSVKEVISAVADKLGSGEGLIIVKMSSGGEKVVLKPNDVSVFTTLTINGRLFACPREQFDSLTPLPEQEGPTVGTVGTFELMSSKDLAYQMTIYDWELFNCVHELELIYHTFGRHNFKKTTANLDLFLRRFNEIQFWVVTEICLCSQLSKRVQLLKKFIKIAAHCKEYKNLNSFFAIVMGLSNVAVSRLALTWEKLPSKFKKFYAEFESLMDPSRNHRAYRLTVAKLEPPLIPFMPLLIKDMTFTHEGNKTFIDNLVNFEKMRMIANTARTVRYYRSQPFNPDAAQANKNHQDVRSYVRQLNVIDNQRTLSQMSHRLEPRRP
The depositor's hits bear a star; i = inactive; ? = inconclusive; . = not tested or not shown; & = joins results of further samples; [ ] = another dose, or the depositor's remark. The call rests on the fitted dose curve; in most records, active means well fitted curve in the direction sought with a large enough effect; inconclusive means small, poorly fitted or top-dose-only effect, or another doubt; inactive means no such curve, though single readings can be large; an effect the other way counts as inactive or inconclusive. Potency means the concentration at half of the fitted maximal effect. An excerpt (hit frequency here may not be typical).

Sample of the layout, ten compounds:
SMILES	HepG2 tox	ATXN2 expr inh	A549 viability	S2 tox	Nrf2 inh	TGFb SMAD3 inh	Nrf2 ARE act	MCF10A rerep	EPAC2 antag
O=C(Nc1nc2ccccc2s1)c1cc(-c2ccco2)nc2ccccc12	-13%	-16%	-5%	i	-17%	-1%	4.7%	?	23%
Cc1cc(-c2nnc(SCC(=O)Nc3ccc(C)c(C)c3)n2N)n[nH]1	1%	3%	-5%	i	9%	5%	-0.8%	-3%	-3%
COc1ccc(OCCCC(=O)NC(C)c2ccccc2)cc1 (configuration not stated)	1%	0%	15%	i	14%	0%	-0.7%	-2%[9.22 µM]	8%
Cc1nc2nc(C)c(CCC(=O)N3CCN(c4ccccn4)CC3)c(C)n2n1	0%	-4%	-2%	i	-3%	-5%	0.2%	-2%	-3%
COc1ccc(-c2cnnc(N/N=C/c3c(C)nn(-c4ccccc4)c3Cl)n2)cc1	16%	-1%	-3%	?	-1%	-22%	0.2%	-3%	-23%
COc1ccc(C2=NOC(C(=O)N3CCN(c4ccccc4OC)CC3)C2)cc1 (configuration not stated)	-1%	3%	-10%	i	-25%	6%	-1.3%	16%	-11%
Cc1ccc(S(=O)(=O)N2CCC(C(=O)OCC(=O)N3CC(=O)Nc4ccccc43)CC2)cc1	-2%	10%	-6%	i	3%	-10%	-0.6%	10%	10%
O=C(C[C@@H]1C/C=C\CC[C@@H](Cc2ccc(F)cc2)C(=O)OC[C@@H](Cc2ccccc2)NC1=O)NCCO	-11%	1%	-3%	i	-2%	8%	-1.2%	-15%	7%
CCCc1ccc(OCc2ccc(C(=O)Nc3ccccc3C(=O)OC)o2)cc1	-23%	50%[activator]	-16%	i	?	3%	4.1%	.	.
O=C(/C=C/c1c[nH]c2ccccc12)c1cccc2ccccc12	-77%	-6%	-5%	i	?	?	19%	21µM*	6%

Main list, previewed entries included:
SMILES	HepG2 tox	ATXN2 expr inh	A549 viability	S2 tox	Nrf2 inh	TGFb SMAD3 inh	Nrf2 ARE act	MCF10A rerep	EPAC2 antag
O=C(Nc1nc2ccccc2s1)c1cc(-c2ccco2)nc2ccccc12	-13%	-16%	-5%	i	-17%	-1%	4.7%	?	23%
Cc1cc(-c2nnc(SCC(=O)Nc3ccc(C)c(C)c3)n2N)n[nH]1	1%	3%	-5%	i	9%	5%	-0.8%	-3%	-3%
COc1ccc(OCCCC(=O)NC(C)c2ccccc2)cc1 (configuration not stated)	1%	0%	15%	i	14%	0%	-0.7%	-2%[9.22 µM]	8%
Cc1nc2nc(C)c(CCC(=O)N3CCN(c4ccccn4)CC3)c(C)n2n1	0%	-4%	-2%	i	-3%	-5%	0.2%	-2%	-3%
COc1ccc(-c2cnnc(N/N=C/c3c(C)nn(-c4ccccc4)c3Cl)n2)cc1	16%	-1%	-3%	?	-1%	-22%	0.2%	-3%	-23%
COc1ccc(C2=NOC(C(=O)N3CCN(c4ccccc4OC)CC3)C2)cc1 (configuration not stated)	-1%	3%	-10%	i	-25%	6%	-1.3%	16%	-11%
Cc1ccc(S(=O)(=O)N2CCC(C(=O)OCC(=O)N3CC(=O)Nc4ccccc43)CC2)cc1	-2%	10%	-6%	i	3%	-10%	-0.6%	10%	10%
O=C(C[C@@H]1C/C=C\CC[C@@H](Cc2ccc(F)cc2)C(=O)OC[C@@H](Cc2ccccc2)NC1=O)NCCO	-11%	1%	-3%	i	-2%	8%	-1.2%	-15%	7%
CCCc1ccc(OCc2ccc(C(=O)Nc3ccccc3C(=O)OC)o2)cc1	-23%	50%[activator]	-16%	i	?	3%	4.1%	.	.
O=C(/C=C/c1c[nH]c2ccccc12)c1cccc2ccccc12	-77%	-6%	-5%	i	?	?	19%	21µM*	6%
C=CCNCCOc1c(C)cc(C)cc1Cl	-2%	2%	15%	i	-15%	2%	-0.5%	5%	-3%
CCC(C)(C)NC(=O)CN(Cc1cccs1)C(=O)C(=O)Nc1ccc2c(c1)OCCO2	-6%	8%	6%	i	7%	-8%	1.3%	?	4%
CC(OC(=O)c1ccc(-c2ccc(O)cc2)cc1)C(=O)NC1CCCCC1C (configuration not stated)	-21%	-4%	-9%	i	-17%	-12%	3.8%	17%	-3%
CCN(C(=O)CN1CCN(Cc2ccccc2)CC1)c1c(N)n(Cc2ccccc2)c(=O)[nH]c1=O	0%	-12%	10%	i	5%	13%	0.2%	-1%	-3%
Cc1ccc(N2C(=O)CC(C3CCCO3)C2=O)cc1 (configuration not stated)	11%	0%	-1%	i	-3%	15%	-0.1%	0%	-4%
COc1ccc(C/C(C)=N/NC(=S)Nc2ccc(Cl)cc2)cc1	8%	11%	-5%	i	-8%	-16%	3.2%	5%	-5%
O=C(CSc1nnnn1C1CCCC1)NCc1cccs1	-34%	.	3%	i	-8%	-5%	-0.1%	-6%	9%
Cc1ccc(S(=O)(=O)Nc2cccc(C(=O)N3CCOCC3)c2)cc1	8%	-4%	0%	i	-12%	-2%	-0.8%	-26%	-1%
CC(=O)Nc1ccc(S(=O)(=O)N2CCC(C(=O)N[C@@H](Cc3ccccc3)C(=O)O)CC2)cc1	1%	-2%	1%	i	2%	-6%	-0.2%	-15%	0%
Cc1ccc(NC(=O)CN(C)S(=O)(=O)c2ccc3c(c2)n(C)c(=O)c(=O)n3C)c(C)c1	-1%&-4%	4%&8%	3%&8%	i	?	4%&-3%	-1.5%&-0.4%	1%	42%[activator]
Cc1noc(C)c1S(=O)(=O)N1CCN(S(=O)(=O)c2ccccc2C#N)CC1	6%	-1%	-9%	i	-14%	-4%	-0.1%	7%	2%
COc1ccc([N+](=O)[O-])cc1NC(=O)C(C)N1CCCC1 (configuration not stated)	-10%	-6%	-1%	i	2%	-9%	5.2%	-5%	2%
CCCCCc1nnc(NC(=O)c2ccc(N3CCCC3=O)cc2)s1	0%	8%	-8%	i	-17%	-6%	-0.1%	7%	-1%
CCN(CC(=O)NC1CCCC1)S(=O)(=O)c1ccc(Br)cc1	-23%	2%	-8%	i	-12%	-18%	-0.9%	?	-1%

Retrieved one by one from the list above (2):
SMILES	HepG2 tox	ATXN2 expr inh	A549 viability	S2 tox	Nrf2 inh	TGFb SMAD3 inh	Nrf2 ARE act	MCF10A rerep	EPAC2 antag
Cc1ccc(NC(=O)CN(C)S(=O)(=O)c2ccc3c(c2)n(C)c(=O)c(=O)n3C)c(C)c1	-1%&-4%	4%&8%	3%&8%	i	?	4%&-3%	-1.5%&-0.4%	1%	42%[activator]
COc1ccc(C/C(C)=N/NC(=S)Nc2ccc(Cl)cc2)cc1	8%	11%	-5%	i	-8%	-16%	3.2%	5%	-5%

More entries follow:
SMILES	HepG2 tox	ATXN2 expr inh	A549 viability	S2 tox	Nrf2 inh	TGFb SMAD3 inh	Nrf2 ARE act	MCF10A rerep	EPAC2 antag
CCn1c(=NC(=O)c2ccc(S(=O)(=O)N3CCCC3)cc2)sc2cc(Br)ccc21	-15%	6%	-2%	i	-21%	-4%	-0.3%	.	.
CCOC(=O)CCC(=O)Nc1nnc2n1CCS2	-1%	-3%	4%	i	.	3%	0.0%	.	.
c1ccc(-c2nnsc2-c2nc3ccccc3[nH]2)cc1	-1%	8%	-4%	i	-31%	-1%	0.2%	-1%	2%
O=C(CN(c1ccc(Br)cc1)S(=O)(=O)c1ccc(Cl)c([N+](=O)[O-])c1)NCCc1ccccc1	26%	-12%	-1%	?	-2%	17%	0.4%	?	0%
Cc1c(N2C(=O)C3C4C=CC(C5CC45)C3C2=O)c(=O)n(-c2ccccc2)n1C (configuration not stated)	-1%	-2%	-5%	i	23%	5%	-0.1%	2%	7%
O=[N+]([O-])c1ccc(SCc2ccco2)cc1N1CCOCC1	-19%	31%	2%	i	16%	-19%	?	-8%	-25%
Cc1cc(C)cc(C(=O)NC(CC(N)=O)c2ccc(N3CCCCCC3)c([N+](=O)[O-])c2)c1 (configuration not stated)	-12%	-3%	-5%	i	3%	5%	0.0%	-7%	10%
CCCc1cc(C(=O)NNC(=S)NCc2ccccc2)cs1	-29%	25%	5%	i	-22%	?	0.0%	1%	-1%
CCOc1ccc(S(=O)(=O)N2CCC(C(=O)NCCN3CCOCC3)CC2)cc1C	0%	-8%	-7%	?	7%	0%	0.3%	4%	2%
CC1CCC(NC(=O)c2nc(Cn3ccc([N+](=O)[O-])n3)no2)CC1 (configuration not stated)	1%	7%	-5%	i	-21%	7%	-0.5%	2%	6%
Cc1ccc(C(=O)c2cc([N+](=O)[O-])ccc2N2CCCCC2)cc1C	6%	-26%	?	?	9%	?	2.6%	?	14%
Cc1ccccc1N=C1SC(CC(=O)Nc2ccc3ccccc3c2)C(=O)N1Cc1ccccn1 (configuration not stated)	-26%	?	-29%	?	?	?	4.8%	19%	-15%
CC1CCCN(CCOc2ccc3ccccc3c2Br)C1 (configuration not stated)	-97%	.	0%	i	?	?	7.5%	15µM*	-8%
Cc1ccc(S(=O)(=O)N2CCCCC2)cc1NC(=O)CCOc1ccccc1	15%	1%	-2%	i	-10%	-13%	3.1%	6%	1%
O=C(NCC(c1ccc(F)cc1)N1CCOCC1)c1ccc([N+](=O)[O-])o1 (configuration not stated)	-109%	-13%	-9%	i	3%	?	0.3%	18µM*	18%
Cc1cccc(C)c1C(OCCN(C)C)C1CCCCC1 (configuration not stated)	-21%	-7%	0%	i	-7%	6%	0.2%	-3%	1%
Cc1ccc(S(=O)(=O)C2C(=O)N(C)C3(C)CC2c2ccccc2O3)cc1 (configuration not stated)	8%	1%	2%	i	3%	0%	-0.9%	-8%	15%
O=C(Cn1c(=O)n(CCc2ccccc2)c(=O)c2cccnc21)Nc1ccc(F)cc1	-1%	0%	1%	i	2%	?	0.8%	.	.
CCCOC1CCCN(C(=O)CCc2nnc(CCCCc3ccccc3)o2)C1 (configuration not stated)	-11%	-4%	-8%	i	-7%	-24%	4.4%	-1%	5%
